CHRM1 PAM = positive allosteric modulators of human M1 muscarinic receptor; activation, % at 3 µM; P11229; actives 0.088% (n = 360,000); CHO-K1 hM1, Fluo-8 calcium fluorescence, ACh EC20; 0% = ACh EC20, 100% = maximal ACh; in the data active means activation above about 19%, passing the limit was not always enough
Target sequence (P11229 whole entry, looked up): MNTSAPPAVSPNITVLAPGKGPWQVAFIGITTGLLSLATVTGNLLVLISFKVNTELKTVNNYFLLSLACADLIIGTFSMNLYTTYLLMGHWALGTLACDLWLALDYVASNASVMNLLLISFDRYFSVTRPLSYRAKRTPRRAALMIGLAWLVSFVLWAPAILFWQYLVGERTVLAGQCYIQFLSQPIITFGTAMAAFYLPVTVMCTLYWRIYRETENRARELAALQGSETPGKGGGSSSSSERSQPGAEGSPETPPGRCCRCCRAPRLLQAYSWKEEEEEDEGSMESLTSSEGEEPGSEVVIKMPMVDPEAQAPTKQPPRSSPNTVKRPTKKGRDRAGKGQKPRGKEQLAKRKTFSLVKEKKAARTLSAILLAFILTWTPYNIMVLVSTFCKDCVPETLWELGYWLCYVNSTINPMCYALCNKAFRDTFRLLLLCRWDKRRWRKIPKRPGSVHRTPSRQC
CHRM5 antagonist = blocks acetylcholine activation of human M5 receptor; actives 0.59% (n = 360,000); CHO-hM5 cells, Fluo-8 calcium fluorescence, ACh EC80; inhibition, % at 3 µM; AID 624040; P08912;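 active means inhibition above a per-plate cutoff, the mean of that plate's test compounds plus 3 SD, cut at about 27% in these data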;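 further: 0% = acetylcholine EC80 with DMSO and 100% = DMSO without agonist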
Target sequence (P08912 whole entry, looked up): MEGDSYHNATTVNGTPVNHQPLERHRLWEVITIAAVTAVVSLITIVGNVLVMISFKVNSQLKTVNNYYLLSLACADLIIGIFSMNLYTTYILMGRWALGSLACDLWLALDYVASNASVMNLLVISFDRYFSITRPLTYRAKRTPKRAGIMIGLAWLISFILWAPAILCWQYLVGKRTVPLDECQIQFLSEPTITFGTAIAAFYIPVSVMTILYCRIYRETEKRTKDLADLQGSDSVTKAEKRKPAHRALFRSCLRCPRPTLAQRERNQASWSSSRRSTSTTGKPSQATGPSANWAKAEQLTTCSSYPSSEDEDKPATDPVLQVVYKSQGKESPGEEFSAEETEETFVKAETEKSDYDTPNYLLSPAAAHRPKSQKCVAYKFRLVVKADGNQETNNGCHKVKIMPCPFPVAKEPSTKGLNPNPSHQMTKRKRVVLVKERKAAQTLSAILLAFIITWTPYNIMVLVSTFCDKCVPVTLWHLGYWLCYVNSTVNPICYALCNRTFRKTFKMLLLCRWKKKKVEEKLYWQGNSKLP
M4 ag = CHRM4 agonism in calcium assay; activation, % at 3 µM; AID 624127; actives 0.14% (n = 360,000); P08173; CHO-K1 hM4/Gqi5, Fluo-8 calcium fluorescence; vehicle 0%, full acetylcholine response 100%;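 active means activation above the run mean over all test wells plus 3 SD, cut at about 32% in these data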;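 further: peak over basal fluorescence ratio per well then scaled between controls; 0% = DMSO wells and 100% = acetylcholine at EC100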
CHRM5 PAM = positive allosteric modulators of human muscarinic M5 receptor; CHO-K1 hM5, Fluo-8 calcium, ACh EC20 PAM; 0% = ACh EC20, 100% = ACh EC100; activation, % at 3 µM; actives 0.3% (n = 360,000);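 active means activation above the run cutoff, the mean activation of all test compounds plus 3 SD, cut at about 18% in these data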
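system = human M5 receptor in CHO-K1 cells | compound = one concentration, 3 µM final (nominal) | schedule = Post-acetylcholine fluorescence recording 140 s | signal = Fluo-8 calcium dye fluorescence, kinetic read | benchmarks = low control EC20 acetylcholine (0%), high control EC100 acetylcholine (100%) | repeats = singlicate, one well per test compound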
CRFR2-BP ag = agonists of human CRF-binding protein/CRF-R2 receptor complex; HEK293 CRF-R2/CRF-BP, calcium dye fluorescence (FLIPR); percent of saturating CRF peptide response; AID 588473; activation, % at 13.2 µM; actives 0.46% (n = 350,000);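 active means activation of at least 50%, plus an integration ratio under a set limit after plate pattern correction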;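 further: plate controls were neutral control wells without compound for no effect and CRF at EC100 for full effect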
M1 antag = blocks human M1 muscarinic receptor; CHO-K1 hM1, Fluo-8 calcium fluorescence, ACh EC80 antagonist; inhibition, % at 3 µM; actives 1.3% (n = 360,000);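 active means percent inhibition above its own plate's cutoff, namely the mean of that plate's compound wells plus 3 SD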;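 further: peak over basal fluorescence ratio during 140 s after agonist addition; 0% = ACh EC80 plus DMSO and 100% = DMSO alone without agonist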
M5 ag = CHRM5 agonism in calcium assay; P08912; CHO-K1 hM5 cells, Fluo-8 calcium fluorescence; 0% DMSO wells, 100% maximal acetylcholine response; activation, % at 3 µM; actives 0.19% (n = 360,000); AID 624037;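 active means activation above the run's mean over test compounds plus 3 SD, cut at about 23% in these data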;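 further: signal is peak over basal fluorescence ratio across the kinetic read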
M4 antag = CHRM4 antagonism in calcium assay; AID 624125; actives 0.73% (n = 360,000); inhibition, % at 3 µM; P08173; CHO-hM4 cells, ACh EC80, Fluo-8 calcium fluorescence;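 active means inhibition above its plate's cutoff, the mean inhibition of sample wells plus 3 SD, cut at about 27% in these data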;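 further: 0% = acetylcholine EC80 with DMSO and 100% = DMSO without agonist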
M4 PAM = potentiates acetylcholine response at human M4 receptor | P08173 | CHO-K1 hM4/Gqi5, Fluo-8 calcium fluorescence, ACh EC20; 0% = ACh EC20, 100% = maximal ACh | activation, % at 3 µM | actives 0.4% (n = 360,000) | AID 624126;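 active means activation above its plate's cutoff, the mean activation of sample wells plus 3 SD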; further: some results filed as inactive read as strong as hits
Numbers without * were called inactive; . = not tested or not shown. Compounds as they come; about 2.8% have a hit in one of these screens.

SMILES	CHRM1 PAM	CHRM5 antagonist	M4 ag	CHRM5 PAM	CRFR2-BP ag	M1 antag	M5 ag	M4 antag	M4 PAM
CC(C)CC(=O)Nc1nc2ccc(S(C)(=O)=O)cc2s1	6	-5	1	-1	-1.4	-1	-2	-12	7
O=C(O)CN(c1ccccc1)C1SC(=O)NC1=O (centres undefined)	2	20	0	-4	-1.6	-5	-2	-4	9
CCCCOC(=O)c1ccc(NC(=O)Nc2ccc(OC)c(OC)c2)cc1	-4	13	13	-20	-1.3	16	8	1	-12
Cc1ccc(Cl)cc1N1CCN(CC(=O)NC2CCCc3ccccc32)CC1 (centres undefined)	6	-2	-1	-2	0.9	-5	-6	1	-7
CC1(C(=O)NS(=O)(=O)c2ccc(C#N)cc2)CCN1C(=O)c1cccc2ccccc12 (centres undefined)	5	8	0	-6	.	-8	1	-2	-1
COc1cccc(NC(=S)N(CCCN2CCN(C)CC2)Cc2ccco2)c1	6	3	0	4	5.9	-5	-1	17	1
CC(=O)N(C)c1ccc(N=NC2C(=O)N(C(N)=S)N=C2C)cc1 (centres undefined)	12	7	0	8	2.0	-18	-4	-5	-3
N#CCCN(C(=S)NC(=O)c1cccs1)c1ccccc1F	8	-4	0	-1	-1.0	-13	-3	-10	15
CCOCCCN1CC(=O)N2[C@@H](Cc3c([nH]c4ccccc34)C2(C)C)C1=O	2	3	2	-2	-1.4	0	-3	-1	-3
O=C(CSc1ccc(-c2ccccn2)nn1)c1ccccc1	1	5	7	-3	-0.4	-9	-3	-10	-11
O=C1C=CN(Cc2ccccc2)CC1	12	-1	1	6	-2.0	-3	9	9	13
CCc1nc(SCC(=O)NNC(=O)C2CCCCC2)c2ccccc2n1	5	8	1	-3	-1.1	-4	0	7	0
COc1ccc(-n2c(Cc3cccn3C)nnc2SCC(=O)Nc2cccc(Cl)c2)cc1	4	5	0	-1	-0.9	-8	0	-4	1
Cc1onc(C(=O)Nc2cccnc2Cl)c1[N+](=O)[O-]	10	-10	1	4	0.8	-17	-2	-7	15
COc1cccc(NC(=O)c2cc3ccccc3oc2=O)c1	3	-16	1	1	-0.1	-12	0	-10	8
COc1ccccc1NC(=O)COC(=O)c1cc(C)nc2ccccc12	-4	1	12	-6	0.9	13	4	0	10
COc1ccc(C2=NS(=O)(=O)N(C)C(C(=O)NC3CCCCC3)=C2)cc1OC	8	1	1	-1	-0.6	-14	2	-16	9
CC(C)NC(=S)NNc1ncnc2sc3c(c12)CC(C)(C)OC3	5	-10	1	9	1.1	-4	7	-8	-2
COc1ccc2nc(C(c3ccc(C)cc3)n3c(-c4ccccc4Br)nc4ccccc43)[nH]c2c1 (centres undefined)	-3	7	-1	3	.	-22	-2	9	-5
Cc1ccc(Cc2c(C)c(C#N)c3[nH]c4ccccc4n3c2=O)cc1	0	-3	2	5	12	-22	5	3	-9
CS(=O)(=O)c1ccc(SCC(=O)NC2CCS(=O)(=O)C2)c([N+](=O)[O-])c1 (centres undefined)	7	-14	3	-1	13	-7	-4	-10	-9
CC(=O)c1c(C)[nH]c(C(=O)NNC(=O)COc2ccc(Cl)cc2C)c1C	0	6	4	-6	0.4	2	1	-11	-1
N#Cc1c(-n2cccc2)cccc1-n1cccc1	1	-4	-1	3	-3.5	-2	-5	4	4
COc1cc(/C=C2\C(=N)N3N=C(S(C)(=O)=O)SC3=NC2=O)ccc1OC(=O)c1cccs1	10	-12	0	4	1.1	-9	-5	-6	10
CCCC(=O)NC(NC(=S)Nc1ccc(N=Nc2ccccc2)cc1)C(Cl)(Cl)Cl (centres undefined)	-7	8	6	-6	-0.8	2	2	-1	-3
O=C1C=C(N2CCN(C(=O)c3ccccc3)CC2)C2(CCCCC2)O1	6	-1	1	2	-0.1	-11	2	8	2
O=C(N/N=C/c1ccc(O)c(O)c1O)/C(=C/c1ccc([N+](=O)[O-])cc1)NC(=O)c1ccccc1	-1	2	0	-6	-7.8	-1	0	-2	0
COc1ccccc1Oc1ccc(S(=O)(=O)N2CCOCC2)cc1S(=O)(=O)N1CCOCC1	3	-2	0	-3	-0.8	-2	0	-5	-2
O=C1c2cc(Br)ccc2OC2C=CC=CC12 (centres undefined)	-9	0	-1	-1	-2.6	-2	-2	-9	9
O=C(Cc1ccccc1[N+](=O)[O-])NCCc1ccc(F)cc1	3	3	0	1	-0.1	-12	2	3	7
COc1ccc(NC(=O)CSc2nc(NS(=O)(=O)c3ccc(C)cc3)cc(=O)[nH]2)cc1	5	6	5	-6	3.8	-6	-1	10	-7
CCc1nnc(NS(=O)(=O)c2ccc(NC(=S)NC(=O)c3ccc(Br)cc3)cc2)s1	7	-6	0	0	-0.5	-4	-4	-3	3
CN(C)S(=O)(=O)c1ccc(N2CCCC2)c(C(=O)NC2CCC(O)CC2)c1 (centres undefined)	8	8	0	2	-0.5	-8	-1	-1	-1
COC(=O)[C@]1(C)N[C@H](CN(C)C(=O)NC(C)C)[C@@H]2C(=O)N(Cc3ccccc3)C(=O)[C@@H]21	7	-6	0	3	2.9	-7	2	-15	3
Cc1cc(C(=O)OCC(=O)N(C)C2CCS(=O)(=O)C2)c(C)n1-c1ccccc1 (centres undefined)	-7	3	1	-3	-0.6	8	-2	3	1
O=C(NC(=O)N1CCN(c2ccc([N+](=O)[O-])cn2)CC1)c1ccccc1F	-1	16	0	-11	0.0	7	-4	5	-8
CSc1nc(C2CC2)cc(-c2cccs2)c1C#N	9	3	1	-5	-0.5	-25	2	-16	4
CCOC(=O)N1CCN(c2cc3nccnc3cc2F)CC1	3	-7	1	5	-1.8	-7	4	-1	6
O=C1/C(=C/c2cccs2)SC(=S)N1CCC(=O)N1CCCCC1CCO (centres undefined)	4	9	22	-5	4.0	-6	0	-3	-9
CN1CCN(C(=O)CSc2nc(-c3ccco3)cc(C(F)(F)F)n2)CC1	-4	-7	1	6	-1.7	-1	-1	1	4
CC(C)(C)N(Cc1ccccc1)C(=O)CSc1ncn[nH]1	10	4	1	-1	-3.5	-6	-1	-9	4
CC(=O)NN1C(=O)c2ccccc2NC1c1ccccc1F (centres undefined)	5	8	7	-4	0.9	-10	-2	4	-1
CC(C)C1Nc2c(O)cc(Cl)c([N+](=O)[O-])c2C2C=CCC21 (centres undefined)	4	7	8	-12	33	-7	6	21	-11
CC(C)(C)c1ccc(NC(=O)N2CCCN(c3c(Cl)cncc3Cl)CC2)cc1	3	2	2	-4	-3.3	-6	-6	6	-15
Cc1ccc(C(=O)NC(=S)N(C)C2CCCCC2)cc1	3	-1	1	-1	-1.3	-13	-7	-2	4
COc1ccccc1NC(=O)C(=O)N/N=C(\C)CC(=O)Nc1ccccn1	8	1	0	-6	-1.4	-6	-1	1	-3
O=C(c1ccc(Cl)cc1)N1CCN(c2ccc([N+](=O)[O-])c(NCc3cccnc3)c2)CC1	-5	-2	7	-7	-2.6	-21	-11	7	26*
Nc1cc2c(cc1[N+](=O)[O-])-c1ccccc1C2=NO	9	4	2	-2	0.4	-19	5	-6	5
CCCOc1ccc(OCCOCCN2CCc3ccccc3C2)cc1	-13	-3	2	-1	0.1	10	-2	10	-18
Cc1cccc(NC(=O)CN2CCN(CC(=O)Nc3ccc(-c4ccccc4)cc3)CC2)c1C	0	22	2	-7	-0.5	8	-4	1	6

Single records, as listed above:
O=C(c1ccc(Cl)cc1)N1CCN(c2ccc([N+](=O)[O-])c(NCc3cccnc3)c2)CC1 in the list: CHRM1 PAM = -5; CHRM5 antagonist = -2; M4 ag = 7; CHRM5 PAM = -7; CRFR2-BP ag = -2.6; M1 antag = -21; M5 ag = -11; M4 antag = 7; M4 PAM = 26*
COc1cccc(NC(=O)c2cc3ccccc3oc2=O)c1 in the list: CHRM1 PAM = 3; CHRM5 antagonist = -16; M4 ag = 1; CHRM5 PAM = 1; CRFR2-BP ag = -0.1; M1 antag = -12; M5 ag = 0; M4 antag = -10; M4 PAM = 8
O=C1c2cc(Br)ccc2OC2C=CC=CC12 (centres undefined) in the list: CHRM1 PAM = -9; CHRM5 antagonist = 0; M4 ag = -1; CHRM5 PAM = -1; CRFR2-BP ag = -2.6; M1 antag = -2; M5 ag = -2; M4 antag = -9; M4 PAM = 9

Next part
SMILES	CHRM1 PAM	CHRM5 antagonist	M4 ag	CHRM5 PAM	CRFR2-BP ag	M1 antag	M5 ag	M4 antag	M4 PAM
COc1ccc(Cn2nnnc2C(c2cc3cccc(C)c3[nH]c2=O)N2CCOCC2)cc1 (centres undefined)	-2	-4	2	12	0.0	4	-2	-9	7
CC12CCC(=O)N1C(C(=O)Nc1cccc(S(=O)(=O)N3CCCCC3)c1)CS2 (centres undefined)	-6	8	2	-5	-1.1	4	-2	3	-9
CCN(CC)CCOc1ccc(-c2c(C)c3c(ccc4ccccc43)oc2=O)cc1	0	-5	4	0	-0.4	-12	-1	-23	4
COc1ccc(S(=O)(=O)N(CC(=O)NCc2cccnc2)Cc2ccccc2)cc1	9	7	2	8	-1.3	-3	7	-12	1
Cc1cc(OCC(=O)NCCCN2CCOCC2)cc(C)c1Cl	12	0	1	1	0.5	-10	0	-6	8
COc1ccccc1CN1CCCC(C(=O)N(C)Cc2ccccc2)C1 (centres undefined)	5	2	2	4	2.8	2	-11	-12	2
O=C(COC(=O)c1ccccc1SCC(=O)N1CCCC1)NCc1ccc(F)cc1	5	10	5	-6	-1.3	-10	0	-18	-1
CNC(=O)/C(C#N)=C/c1cc(C)n(-c2ccc(N3CCOCC3)cc2)c1C	1	7	1	4	-1.3	-4	4	-3	-6
O=C(Nc1cccc(S(=O)(=O)N2CCCCC2)c1)c1cncc(Br)c1	-11	16	17	-27	0.1	10	5	-9	-8
O=C(CCc1nc(-c2ccc(F)cc2)no1)NCc1ccccc1CN1CCOCC1	1	11	3	1	-1.1	-4	1	-6	4
N#Cc1c(N)n(CCOC(=O)c2cccc(Br)c2)c2nc3ccccc3nc12	10	10	13	5	1.0	-3	2	7	-1
c1ccc(-c2nnc(-c3ccncc3)nc2-c2ccccc2)cc1	-7	11	2	0	2.4	7	-8	9	-2
Cc1ccc(S(=O)(=O)Nc2ccc(Cl)cn2)cc1	6	8	0	-1	-2.2	-3	-7	1	3
CC1CC(C)CN(C(=O)C(C)N(C)CC(=O)Nc2ccc(F)cc2)C1 (centres undefined)	8	5	2	0	-0.3	-6	-1	11	9
CC1CN(C(=O)Cn2c(=O)oc3ccccc32)CC(C)O1 (centres undefined)	-7	10	2	-1	1.5	8	0	19	-6
COc1ccc(-c2cc(-c3ccc(OC)cc3)nc(-c3ccc4c(c3)NC(=O)CO4)c2)cc1	4	2	1	-1	0.2	-2	2	-1	11
COc1ccc(NC(=O)COC(=O)c2ccc(OCc3ccc(Cl)cc3Cl)c(OC)c2)c(OC)c1	3	-2	0	0	-1.4	2	-1	-4	9

A different layout for some results above:
Under each structure: CHRM1 PAM, CHRM5 antagonist, M4 ag, CHRM5 PAM, CRFR2-BP ag, M1 antag, M5 ag, M4 antag, M4 PAM
> COc1ccccc1NC(=O)C(=O)N/N=C(\C)CC(=O)Nc1ccccn1
  8, 1, 0, -6, -1.4, -6, -1, 1, -3
> O=C(c1ccc(Cl)cc1)N1CCN(c2ccc([N+](=O)[O-])c(NCc3cccnc3)c2)CC1
  -5, -2, 7, -7, -2.6, -21, -11, 7, 26*
> Nc1cc2c(cc1[N+](=O)[O-])-c1ccccc1C2=NO
  9, 4, 2, -2, 0.4, -19, 5, -6, 5
